# HCV inhibitor = qHTS Assay for Inhibitors of Hepatitis C Virus (HCV). Huh7.5.1 HCVcc-Cre infection, luciferase reporter, 44 h. Potency, µM (highest dose often 41.8 µM), for the others: at the highest dose activity change, negative = inhibition, usual class: inhibitors. actives 3.4% (n = 340,000); note: potency is the fitted concentration of half-maximal effect; % is set by controls: 0 for no effect and ±100 for the full control effect
#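 Compounds are dispensed onto cells plated 4 h earlier at 1,000 per well, with HCVcc-Cre virus (about 0.5 moi) added next. Following 44 h of culture, luminescent signal is measured for 15 sec after 15 min with substrate at room temperature.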
# Cycloheximide cs = Cycloheximide Counterscreen for Small Molecule Inhibitors of Shiga Toxin; cell reporter, cycloheximide protein synthesis inhibition counterscreen; max response, %; actives 12% (n = 300,000); AID 2314, 2010; in the data active = max response mostly above about 13%, no sharp cut-off; inactive = mostly below about 14%; note: read at 38.3 µM for the half of the compounds with a filed dose; 0% is about no effect
# Shiga inhibitor = A qHTS for Small Molecule Inhibitors of Shiga Toxin; actives 9.2% (n = 290,000); inhibition, % at 38.7 µM; AID 2315, 2010; Vero cells, Shiga toxin protein synthesis inhibition reporter; in the data active = inhibition mostly above about 28%, no sharp cut-off; inactive = mostly below about 43%; note: 0% is about no effect
# FBPA Giardia inh = qHTS Assay for Inhibitors of Fructose-1,6-bisphosphate Aldolase from Giardia Lamblia; A8B2U2; purified Giardia FBPA; Potency, µM (doses to about 59.6 µM), for the others: at the highest dose activity, negative = inhibition, usual class: inhibitors; actives 0.71% (n = 290,000); note: potency is the fitted concentration of half-maximal effect; % is set by controls: 0 for no effect and ±100 for the full control effect; nearly all actives have a fitted effect of over 55% in size
# Target sequence (A8B2U2 whole entry, looked up): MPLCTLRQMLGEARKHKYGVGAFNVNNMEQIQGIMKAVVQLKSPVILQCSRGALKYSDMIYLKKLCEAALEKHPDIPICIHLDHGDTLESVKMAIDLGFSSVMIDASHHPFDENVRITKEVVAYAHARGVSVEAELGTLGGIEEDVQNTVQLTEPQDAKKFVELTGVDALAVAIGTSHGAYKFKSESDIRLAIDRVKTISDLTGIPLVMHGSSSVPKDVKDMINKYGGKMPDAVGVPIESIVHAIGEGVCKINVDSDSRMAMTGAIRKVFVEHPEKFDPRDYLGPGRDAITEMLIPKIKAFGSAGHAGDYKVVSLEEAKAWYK
#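 Giardia FBPA (40 nM reagent) was preincubated 10 min at RT with compound (up to 57.5 uM final), then substrate plus GAPDH/TPI/NAD/arsenate coupling system with diaphorase/resazurin was added; resorufin fluorescence (525/598 nm) was read after 20 min.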
# Pf growth 96h = Primary qHTS for delayed death inhibitors of the malarial parasite plastid, 96 hour incubation | AID 504834, 2011 | actives 6.9% (n = 320,000) | Potency, µM (titrated, usually from 28.7 µM), for inactives: top-dose activity change, negative = inhibition, usual class: inhibitors | P. falciparum luciferase reporter growth, 96 h; note: potency is the fitted concentration of half-maximal effect; % is set by controls: 0 for no effect and ±100 for the full control effect
#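 Infected RBCs, 2% Hct / 0.05% parasitemia final; luciferase-reporter P. falciparum; cpd 96 h, 37 C, 5% CO2; luciferase detection reagent; luminescence.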
# Pf growth 48h = Primary qHTS for delayed death inhibitors of the malarial parasite plastid, 48 hour incubation; P. falciparum luciferase growth in erythrocytes, 48 h; Potency, µM (titrated, usually from 28.7 µM), inactives show at the top dose activity change, negative = inhibition, usual class: inhibitors; actives 5.9% (n = 310,000); note: potency is the fitted concentration of half-maximal effect; % is set by controls: 0 for no effect and ±100 for the full control effect
#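 Luciferase-expressing parasites in RBCs, 2% Hct / 0.1% parasitemia final; RPMI 1640 + 0.5% Albumax; 37 C, 5% CO2, one generation; luminescence read-out, lower signal = inhibition.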
# * hit, by the source's call; u = inconclusive; x = not tested or not shown; & = joins results of further samples; [ ] = remark or other dose. Unless noted, calls come from the whole dose curve; as a rule, active = well fitted curve in the direction sought with a large enough effect; inconclusive = small, poorly fitted or top-dose-only effect, or another doubt; inactive = no such curve, though single readings can be large; an effect the other way counts as inactive or inconclusive.
SMILES,HCV inhibitor,Cycloheximide cs,Shiga inhibitor,FBPA Giardia inh,Pf growth 96h,Pf growth 48h
COc1ccc(CCC(=O)Nc2nnc(C(F)(F)F)s2)cc1,7.2%,-2.1,-32.5,x,14.7µM*,u
S=c1[nH]nc(-c2ccc3ccccc3n2)n1-c1ccccc1Cl,6.3%,4.8,10.7,-18.8%,11.7%,-1.4%
O=C(O)CC(c1cccc(O)c1)N1Cc2ccccc2C1=O (stereo unspecified),7.8%,-5.7,-3.4,11.7%,22.9%,1.2%[0.00184 µM]
N#CC1=C(N)Oc2n[nH]c(-c3cccs3)c2C1c1ccncc1 (stereo unspecified),-15.1%,7.8,18.0,-9.6%,u,-10.7%
NC(=S)N/N=C/c1ccc(-c2ccc(SC(F)F)cc2)o1,u,37.7*,41.1*,-23.3%,u,u
CCCc1[nH]n(-c2ccc([N+](=O)[O-])cc2)c(=O)c1C(C)=NCc1ccncc1,u,-0.8,41.2,-1.1%,-2.9%,0.0%
COc1ccc(S(=O)(=O)n2nc(-c3cc(OC)c(OC)c(OC)c3)cc2N)cc1OC,u,0.4,2.2,-5.2%,u,u
Cc1ccc(-c2nc3ccccc3c(=O)n2-c2nccs2)cc1,11.6%,-0.9,-14.3,7.0%,24.3%,16.0%
COc1ccc2oc(C(=O)OCC(=O)NC3CCCC3)c(C)c2c1,-20.1%,38.0*,71.1*,2.4%,45.9%[activator],32.3%[activator]
CN(Cc1cnn(C)c1)C(=O)C1CCC(=O)N(C2CCCCCC2)C1 (stereo unspecified),1.9%,16.2,4.2,x,130.5%[activator],1.6%
O=C(CCCSc1nnnn1-c1ccccc1)c1ccc(F)cc1,x,5.6,-8.7,2.5%,33.9%[activator],u
COc1ccc(C(=S)N2CCOCC2)cc1OC(=O)c1ccccc1,6.3%,-0.5,53.5,0.9%,-4.1%,9.5%
Cc1cccc(C)c1NC(=O)Cn1cc(C=O)c2ccccc21,u,-2.4,-12.1,0.7%,u,1.9%
COc1ccccc1N1CCN(C(=O)CSc2nc(C)c(Cc3ccccc3)c(=O)[nH]2)CC1,u,-2.1,-15.0,0.6%,33.3%[activator],u
Cc1ccccc1C(=O)N1CCN(c2ccc(NC(=O)c3cccs3)cc2)CC1,11.2µM*,-1.8,-18.3,-7.3%,u,u
O=C(CN1CCN(Cc2ccccc2)CC1)c1ccccc1,-5.8%,-1.8,-10.9,-3.3%,x,0.4%
CN1CCN(S(=O)(=O)c2ccc(Br)c3ccccc23)CC1,-16.0%,-2.1,-19.7,18.8%,-17.8%,16.1%
CC1CN(Cc2ccc(C#N)cc2Cl)CC(C)O1 (stereo unspecified),-0.2%,10.6,19.7,9.5%,0.0%,5.7%
C=CCn1c(=NC(=O)c2cccc(N3C(=O)CCC3=O)c2)sc2cccc(OC)c21,-17.3%,-3.2,-5.6,-12.3%,u,-18.3%
CN(C)c1ccc(-c2nnn(CC(=O)Nc3ccccc3N3CCOCC3)n2)cc1,-19.8%,16.3,1.4,-17.6%,-2.2%,u
O=C(Nc1ccccc1F)C1CCCN(S(=O)(=O)c2cccc3cccnc23)C1 (stereo unspecified),-7.3%,9.7,16.5,-1.0%,13.4%,x
N#C/C(=C1\CCCN1)c1nc2ccccc2c(=O)[nH]1,13.5%,-2.4,6.9,-11.5%,u,-0.9%
COc1cc2c(cc1OC)C(Nn1cnnc1)=NC1(CCCC1)C2,6.6%,-0.6,2.8,2.9%,28.2%,0.0%
Cc1ccc(NC(=O)CSc2nc3[nH]c(=O)cc(O)c3s2)c(Br)c1,18.8%,x,x,x,u,-20.8%
O=S(=O)(Nc1ccc(Cl)cn1)c1ccc2c(c1)OCCO2,6.3%,x,x,x,2.8%,15.8%

# One compound at a time, as listed above. Order of values: HCV inhibitor | Cycloheximide cs | Shiga inhibitor | FBPA Giardia inh | Pf growth 96h | Pf growth 48h
# `CN(Cc1cnn(C)c1)C(=O)C1CCC(=O)N(C2CCCCCC2)C1` (stereo unspecified) is entered as 1.9% | 16.2 | 4.2 | x | 130.5%[activator] | 1.6%
# `CC1CN(Cc2ccc(C#N)cc2Cl)CC(C)O1` (stereo unspecified) is entered as -0.2% | 10.6 | 19.7 | 9.5% | 0.0% | 5.7%
# `CCCc1[nH]n(-c2ccc([N+](=O)[O-])cc2)c(=O)c1C(C)=NCc1ccncc1` is entered as u | -0.8 | 41.2 | -1.1% | -2.9% | 0.0%

# Next results:
SMILES,HCV inhibitor,Cycloheximide cs,Shiga inhibitor,FBPA Giardia inh,Pf growth 96h,Pf growth 48h
O=C(Nc1cccc2cccnc12)c1cccnc1,2.3%,-0.9,-8.2,-0.4%,x,20.8%
O=C(O)CN(Cc1ccco1)S(=O)(=O)c1ccccc1,17.4%,-4.0,-24.6,7.9%,48.0%[activator],x
Cc1cc(C(=O)NNC(=O)C2CCCC2)c(C)o1,7.9%,1.8,5.6,5.0%,10.7%,20.0%
CC(=O)c1cc(-c2ccccc2)n(CC(=O)Nc2cc(C)cc(C)c2)c1C,5.7%,-3.0,-1.4,-1.5%,u,4.0%
N#C/C(=C(/O)COc1ccccc1)c1nnc2n1CCCCC2,23.0%,-3.3,-11.0,-27.1%,22.4%,-29.3%
COCCCNC(=S)N1CCN(Cc2ccc3c(c2)OCO3)CC1,9.6%,-1.7,12.0,u,5.5%,10.8%
C=CCNC(=O)c1onc(CSc2ccc(C)c(C)c2)c1C(=O)O,23.4%,-3.4,-9.8,21.8%,73.1%[activator],25.8%
C=C(C)Cn1c(SCC(=O)O)nnc1-c1ccc(C(C)(C)C)cc1,u,-1.7,-13.2,14.5%,4.2%,5.7%
CCC1=NN2C(=N)/C(=C\c3ccc(OCCOc4ccccc4)c(OC)c3)C(=O)N=C2S1,x,-1.9,x,-18.2%,49.0%[activator],34.0%[activator]
N#CCCN(Cc1cccnc1)C(=S)NCc1ccco1,-2.1%,-1.5,-12.0,-16.6%,-13.9%,3.8%
CCOc1ccc2nc(NC(=O)CSc3cn[nH]n3)sc2c1,u,34.2*,149.1*,-0.5%,-24.7%,84.1%[activator]
O=C(CNC(=O)c1ccccc1)NCC(=O)OCC(=O)c1ccc([N+](=O)[O-])cc1,8.6%,-2.2,-7.2,-0.4%,0.0%,1.8%
Cc1ccc(C(=O)COC(=O)CCN2C(=O)C3C4CCC(C4)C3C2=O)cc1C (stereo unspecified),18.4%,11.1,34.8,5.4%,42.2%[activator],49.8%[activator]
CCCCCCn1c(=O)c(-c2ccccc2)c(O)c2ccccc21,-10.0%,-6.0,-18.3,-1.3%,x,-13.7%
COc1ccc(CC(CN)c2ccccc2)cc1 (stereo unspecified),7.4%,-3.6,-6.9,7.0%,-9.1%,u
Cn1c(O)c(C=NC2CC3CCC2(C)C3(C)C)c(=O)[nH]c1=O (stereo unspecified),6.3%,-2.2,-10.8,5.3%,u,u
CCN1CCC(C(N)=O)CC1,14.0%,-0.2,16.2,28.0%,u,x
Cc1ccc(S(=O)(=O)CCC(=O)OCC(=O)NC2CCS(=O)(=O)C2)cc1 (stereo unspecified),5.7%,x,x,x,4.5%,-0.4%
COc1ccc(CC(C)NCCC(c2ccccc2)c2ccccc2)cc1 (stereo unspecified),u,-1.8,-9.9,-26.5%,10.4µM*,u
COc1ccc2nc(C3CCCCC3)nc(C3CCCCC3)c2c1,-16.3%,x,x,x,2.9%,u
O=C(NNC(=O)c1ccc(Br)s1)NC1CCCCC1,x,-1.2,-2.3,-2.1%,5.1%,-3.4%
CCCc1cc(=O)oc2cc(OCC(=O)NCCc3c[nH]c4ccc(OC)cc34)ccc12,17.8µM*,2.2,-1.8,-11.1%,u,-41.6%
Cc1ccc(NC(=O)C2=CC=CN3CCS(=O)(=O)N=C23)cc1,-16.4%,x,x,x,42.5%[activator],51.0%[activator]
O=C(COC(=O)CNS(=O)(=O)c1ccc(F)c(F)c1F)Nc1ccc(OC(F)F)cc1,2.8%,-2.1,-12.5,0.3%,23.5%,5.5%
CCN1CCc2c(sc(NC(=O)Cc3ccccc3)c2C(N)=O)C1,-13.6%,-0.1,11.9,u,u,18.6%
SMILES,HCV inhibitor,Cycloheximide cs,Shiga inhibitor,FBPA Giardia inh,Pf growth 96h,Pf growth 48h
CCN(c1ccc(C(=O)CSc2nnc(C3CC3)n2C2CC2)cc1)S(C)(=O)=O,19.1%,x,x,x,0.4%,u
COc1cccc(C2(c3cccc(OC)c3)CC2C(=O)Nc2cccc3ccccc23)c1 (stereo unspecified),-28.5%,8.3,0.0,-2.3%,5.22µM*,9.28µM*
CCCc1ccc(S(=O)(=O)N2CCN(C(C)C(=O)NC3CCCC3)CC2)cc1 (stereo unspecified),u,x,x,x,u,u
O=C1C(=O)N(Cc2ccccc2)C(=O)N1CCOc1ccccc1,-12.1%,-1.4,-14.0,0.6%,-3.2%,16.8%
C=CCn1c(O)c(C(CC)=NCc2ccc3c(c2)OCO3)c(=O)[nH]c1=O,-5.7%,1.3,1.2,4.8%,u,10.6%
CCOc1ccc(/C=N/Nc2cc(C)nc(N3CCOCC3)n2)cc1,0.7%,-1.5,35.2,-1.5%,-20.4%,32.9%[activator]
Cc1ccc(NC(=O)CN(C)C(=O)/C=C/c2cccs2)cc1,-4.6%,9.6*,-2.5,-3.3%,u,16.2%
O=C(C[C@@H]1NS(=O)(=O)OC2CCCCC21)c1ccccc1 (stereo partly specified),0.282µM*,-4.0,-3.1,11.3%,46.6%,18.3%
CCn1nc(C)cc1C(=O)OCC(=O)c1ccc(Cl)cc1,2.3%,1.3,-9.1,x,37.9%[activator],2.3%
CC(C)CC1NC(=O)N(CC(=O)N2CCN(S(=O)(=O)c3ccc(Cl)cc3)CC2)C1=O (stereo unspecified),9.2%&15.0%,0.4,-0.9,5.0%,215.6%[activator],-12.7%
COc1cc(N2C(=O)c3ccccc3C2=O)c(Cl)cc1C(=O)OCC(=O)N1CCOCC1,18.4%,6.6,-12.8,1.4%,2.1%,28.6%
O=C(CSc1nc2ccccc2nc1N1CCCC1)Nc1ccc(F)cc1,u,6.8,17.4,-1.3%,u,u
CCN(C(C)=O)c1cccc2ccccc12,11.7%,5.5,-16.6,-0.9%,x,-8.2%
COc1ccccc1NC(=O)CSc1nnc(C)n1CC1CCCO1 (stereo unspecified),24.0%,5.1,-15.4,-2.3%,0.1%,0.8%
COc1ccccc1C(=O)C1CCCN(C(=O)c2snnc2C)C1 (stereo unspecified),-3.3%,-2.4,-3.8,2.1%,-15.4%,u
N#Cc1ccccc1Cn1cc(C(=O)c2cccs2)c2ccccc21,-6.9%,-0.6,13.9,0.6%,0.5%,14.7µM*
COC(=O)C1(Cc2cc(-c3ccccc3)no2)CCN(C(=O)OC(C)(C)C)CC1,-23.0%,27.5*,40.4*,-5.4%,0.0%,33.1%[activator]
O=C(COc1ccc(Br)cc1)N/N=C1/SCC(=O)N1Cc1ccccc1,-3.7%,-4.7,-7.1,7.5%,-4.1%,-9.4%
CCN(C(=O)CN1CCN(S(=O)(=O)c2cc(Cl)ccc2Cl)CC1)c1c(N)n(Cc2ccccc2)c(=O)[nH]c1=O,33.3%&4.4%[activator],-3.3,9.6,2.1%,u,-14.1%
COc1ccccc1C1CC(=O)NC(SCC(=O)Nc2ccccc2)=C1C#N (stereo unspecified),-19.9%,7.0,14.3,-9.9%,u,x
O=C(Nc1ccc(N2CCCCC2)c(Cl)c1)c1cccnc1,u,24.5,96.0*,-9.7%,-4.1%,-14.0%

# For reference, some entries already given:
SMILES,HCV inhibitor,Cycloheximide cs,Shiga inhibitor,FBPA Giardia inh,Pf growth 96h,Pf growth 48h
COc1ccc(CCC(=O)Nc2nnc(C(F)(F)F)s2)cc1,7.2%,-2.1,-32.5,x,14.7µM*,u
S=c1[nH]nc(-c2ccc3ccccc3n2)n1-c1ccccc1Cl,6.3%,4.8,10.7,-18.8%,11.7%,-1.4%
